NRP1-CendR mod: alters CendR peptide binding to human NRP-1 | FAM-RPARPAR peptide binding to NRP-1, fluorescence polarization | 0.85% of 360,000 active | inhibition, % at 25 µM | AID 602438;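 active = inhibition or corrected inhibition above about 18%, plus a signal ratio from 0.5 to 1.5, limit read from the data, passing the limit was not always enough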; note: strong numbers were not always called active
SKN-1 inh: inhibitors of C. elegans SKN-1 | 0.49% of 360,000 active | inhibition, % at 21.8 µM | C. elegans VP596 Pgst-4::GFP/RFP ratio, acrylamide-induced, 24 h;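 active = interference check ratio from 0.5 to 1.5 plus GFP to RFP signal ratio inhibition reaching or exceeding a fixed threshold, cut at about 30% in these data, passing the limit was not always enough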; note: some compounds called inactive have numbers as strong as hits
MT1-MMP act inh: inhibitors of human MT1-MMP activation; GFP/RFP ratio change, % at 20 µM; 0.061% of 360,000 active; AID 651647; HT1080 RFP-PRO-GFP cells, GFP/RFP ratio fluorescence, overnight; percent of plate control window, DMSO zero;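 active = GFP/RFP ratio change of at least 30% with cell ATP level not reduced by more than half and red fluorescence within 50% of control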; note: strong numbers were not always called active
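Compound: 20 µM single dose, 1% DMSO / System: HT1080 RFP-PRO-GFP cells / Controls: DMSO and RFP-L50D-GFP cell wells / Read-out basis: GFP/RFP fluorescence ratio / Schedule: overnight compound exposure at 37 °C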
Rin1 Abl inh: blocks binding of human Rin1 to Abl; TR-FRET Rin1/Abl binding, biochemical; inhibition, % at 7.35 µM; 0.4% of 360,000 active; P00519+Q13671; in the data active = inhibition above about 5%, passing the limit was not always enough
bovine MsrA act: activates bovine MsrA enzyme; purified bovine MsrA, absorbance read-out; activation, % at 10.6 µM; 0.3% of 360,000 active; in the data active = activation above about 7.5%;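 note: 0% = vehicle and 100% = reference activator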
Neddylation inh: inhibitors of human cullin neddylation; calls only at 25 µM; TR-FRET cullin neddylation, biochemical; AID 651699; P61081+Q13564; 0.58% of 360,000 active; in the data active = inhibition above about 36%
FAS-TE inh: FAS thioesterase (human) inhibition; recombinant FAS-TE, OMFH fluorogenic substrate, fluorescence endpoint; inhibition, % at 15 µM; AID 602261; P49327; 0.67% of 360,000 active;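 active = compounds whose normalised, plate-corrected inhibition of enzyme fluorescence in the single-dose primary screen is 50% or more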;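 note: 0% = DMSO with enzyme and 100% = substrate without enzyme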
MLLE-PAM2 inh: blocks PAM2 peptide binding to the PABP1 MLLE domain; P11940; GST-MLLE / FITC-PAM2 fluorescence polarization; inhibition, % at 20 µM; 0.36% of 360,000 active; AID 588489; in the data active = inhibition above about 35%, passing the limit was not always enough;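 note: plate controls were DMSO wells with GST-MLLE for no effect and wells lacking GST-MLLE protein for full effect; some results filed as inactive read as strong as hits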
Target sequence (P11940 whole entry, looked up, the tested form may be a part): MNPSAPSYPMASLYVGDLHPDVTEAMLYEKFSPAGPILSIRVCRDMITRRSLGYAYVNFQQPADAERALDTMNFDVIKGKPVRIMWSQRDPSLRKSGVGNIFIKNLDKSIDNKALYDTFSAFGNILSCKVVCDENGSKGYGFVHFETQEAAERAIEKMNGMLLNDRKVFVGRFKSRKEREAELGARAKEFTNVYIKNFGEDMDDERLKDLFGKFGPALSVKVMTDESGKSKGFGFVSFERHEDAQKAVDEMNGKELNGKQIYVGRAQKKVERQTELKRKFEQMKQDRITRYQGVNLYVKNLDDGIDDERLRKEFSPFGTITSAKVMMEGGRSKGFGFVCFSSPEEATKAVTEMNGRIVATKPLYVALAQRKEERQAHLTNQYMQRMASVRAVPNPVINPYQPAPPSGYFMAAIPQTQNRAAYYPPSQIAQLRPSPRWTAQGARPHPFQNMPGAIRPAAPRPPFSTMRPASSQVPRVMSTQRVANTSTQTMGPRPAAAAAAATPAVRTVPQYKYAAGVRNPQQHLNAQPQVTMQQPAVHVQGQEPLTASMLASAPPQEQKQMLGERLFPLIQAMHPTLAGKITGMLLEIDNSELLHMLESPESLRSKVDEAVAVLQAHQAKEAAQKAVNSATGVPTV
eLon inh: inhibitors of E. coli Lon protease | purified E. coli Lon protease, fluorescence polarization | inhibition, % at 7.94 µM | 0.42% of 360,000 active | AID 602123; in the data active = inhibition above about 13%, passing the limit was not always enough;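 note: 0% = enzyme with probe and DMSO and 100% = no enzyme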
Numbers without * were called inactive; i = inactive; . = not tested or not shown; + = active, no number.

The opening 4 entries, to show the layout:
The line under a structure holds: MLLE-PAM2 inh	FAS-TE inh	Rin1 Abl inh	MT1-MMP act inh	NRP1-CendR mod	eLon inh	SKN-1 inh	bovine MsrA act	Neddylation inh
- CCCCNC(=O)C1(C)CCN1C(=O)c1ccc(F)cc1Cl (configuration not stated)
→ -33.7	-3.7	-4.7	0.3	-9.1	-7.5	-4.8	-0.7	i
- COc1ccc(CCCc2nnc(SCC(=O)Nc3nc(C)cs3)n2C)cc1
→ -1.3	-5.1	-1.2	-2.3	-7.8	0.6	3.0	-1.8	i
- Cc1ccc2nc(SCC(=O)NCc3ccc(F)cc3)[nH]c2c1
→ -39.6	-0.5	3.8	1.1	4.0	-3.5	18.2	-1.2	i
- O=C(Nc1cc(S(=O)(=O)N2CCCCC2)ccc1N1CCOCC1)c1ccc(F)cc1
→ -0.8	11.6	-2.9	-5.8	3.2	11.9	18.3	-1.9	i

The listing, from the start:
The line under a structure holds: MLLE-PAM2 inh	FAS-TE inh	Rin1 Abl inh	MT1-MMP act inh	NRP1-CendR mod	eLon inh	SKN-1 inh	bovine MsrA act	Neddylation inh
- CCCCNC(=O)C1(C)CCN1C(=O)c1ccc(F)cc1Cl (configuration not stated)
→ -33.7	-3.7	-4.7	0.3	-9.1	-7.5	-4.8	-0.7	i
- COc1ccc(CCCc2nnc(SCC(=O)Nc3nc(C)cs3)n2C)cc1
→ -1.3	-5.1	-1.2	-2.3	-7.8	0.6	3.0	-1.8	i
- Cc1ccc2nc(SCC(=O)NCc3ccc(F)cc3)[nH]c2c1
→ -39.6	-0.5	3.8	1.1	4.0	-3.5	18.2	-1.2	i
- O=C(Nc1cc(S(=O)(=O)N2CCCCC2)ccc1N1CCOCC1)c1ccc(F)cc1
→ -0.8	11.6	-2.9	-5.8	3.2	11.9	18.3	-1.9	i
- O=C(CCCOc1ccccc1)Nc1ccc2c(c1)OCCO2
→ 5.3	-11.8	-0.9	-1.9	-3.1	3.0	-20.1	-7.7	i
- COc1ccc(C2=NN(C(=O)c3ccccc3)C(c3ccc(OC)c(OC)c3)C2)cc1OC (configuration not stated)
→ -1.8	2.7	-0.6	-3.1	-5.5	-7.2	-8.0	-8.0	i
- CC(C)C[C@H]1CNC(=S)N1C[C@H]1CCCN1C[C@H](Cc1ccccc1)N1C[C@H](CC(C)C)N(CCc2ccccc2)C1=S
→ 6.1	-123.0	4.8	-1.2	-1.6	3.4	9.3	-0.8	i
- O=C(Cc1ccccc1)Nc1ccnn1C1CCN(Cc2nccs2)CC1
→ -1.6	-5.8	1.2	0.0	0.0	-4.2	4.1	-1.4	i
- O=C(Nc1ccncc1)c1ccccc1F
→ -2.4	-13.5	-1.6	-8.8	13.5	-14.2	-16.5	-1.7	i
- OCCN1CCN(Cc2nc(-c3cccc(Cl)c3)no2)CC1
→ -13.1	-7.8	0.9	1.6	4.3	-1.7	-10.5	-6.2	i
- Cc1ccc(CN2CCC2(C)C(=O)NC2CCc3ccccc32)cc1 (configuration not stated)
→ 8.9	0.7	-1.1	5.3	2.3	4.4	0.2	-1.8	i
- CCOCCCNS(=O)(=O)c1ccc(-n2cnnn2)c(OC)c1
→ 7.1	-8.4	-1.8	0.9	-1.0	-3.7	0.7	-1.7	i
- Cc1nnc(SCC(=O)c2c(N)n(C3CC3)c(=O)[nH]c2=O)n1C
→ -39.9	-6.6	4.3	-7.8	12.6	-8.9	-11.5	-1.5	i
- CC1=C(C(=O)N(C)C)CC(CC(=O)NCCc2ccccn2)C(=O)N1Cc1ccc(C(C)(C)C)cc1 (configuration not stated)
→ 13.1	-4.0	-2.4	3.9	2.7	-12.9	6.4	-5.8	i
- COc1cc2cc(Oc3ccc4ccc(=O)oc4c3)c(=O)oc2cc1OC1OC(COC(=O)CC(C)(O)CC(=O)O)C(O)C(O)C1O (configuration not stated)
→ -17.2	-3.3	1.9	1.9	-15.5	-6.2	3.6	-4.0	.
- COc1ccc(S(=O)(=O)N2CCN(C(=O)C3COc4ccccc4O3)CC2)cc1 (configuration not stated)
→ 10.0	8.2	-3.4	0.4	-21.9	-5.8	-6.3	-4.0	i
- Nc1nc2c(F)cccc2s1
→ 11.1	-11.0	-3.5	6.2	4.1	-5.2	1.9	-2.7	i
- COc1ccc(/C(N)=N/OC(=O)c2ccc([N+](=O)[O-])c(C)c2)cc1OC
→ 8.7	9.9	-3.3	0.1	-0.7	1.8	1.9	-3.9	i
- Cc1ccc(NC(=O)CN(C)CCOc2ccccc2)c([N+](=O)[O-])c1
→ -1.2	10.9	-1.8	1.0	6.9	11.2	5.3	-3.8	i
- O=C(COc1ccc(Br)cc1F)N1CCN(c2ncccn2)CC1
→ 3.8	3.6	-0.9	-0.1	8.9	-0.8	-3.7	-1.2	i
- CSc1cccc(N/C(=N/S(=O)(=O)c2ccccc2)NN)c1
→ -11.2	-2.8	0.5	1.0	-5.3	5.0	-13.9	-1.2	i
- Cc1ccc(NC(=O)c2ccco2)cc1NC(=O)CSc1nnc(-c2cccs2)n1C
→ -8.1	-4.5	-0.5	6.5	-8.6	6.4	-1.6	-10.5	i
- CCCCN(C)C(=O)c1ccc(Nc2nc(C(N)CCc3ccccc3)cs2)nc1 (configuration not stated)
→ 1.2	4.2	2.8	3.2	-4.7	-7.7	13.8	2.2	i
- O=c1c2ccccc2n(CC(O)CN2CCCCC2)c2ccccc12 (configuration not stated)
→ -0.9	-4.3	-3.5	1.6	5.4	-2.8	13.9	-3.2	.
- CCCCn1c(=O)[nH]c(=O)c2c1ncn2Cc1ccco1
→ 4.6	-6.8	-2.8	-2.1	-20.2	-1.1	4.6	-3.6	i
- CCCC(=O)Nc1nc2c(c(=O)[nH]1)CCCC2
→ -2.6	-3.1	2.8	-2.5	7.0	-7.8	-13.0	0.4	i
- Cc1ccnc(NC(=O)CCC(=O)N(CC(=O)NCc2ccc(F)cc2)c2cccc(F)c2)c1
→ -4.2	3.3	0.2	4.4	7.5	-6.2	5.5	1.4	i
- CS(=O)(=O)c1ccccc1-c1nnc(NC(=O)c2cccc(N3C(=O)CCC3=O)c2)o1
→ 2.1	-5.2	3.7	0.0	-6.5	5.8	3.0	-4.5	i
- N#CC1(NC(=O)CN2C(=O)c3ccc([N+](=O)[O-])cc3C2=O)CCCCC1
→ -6.7	26.2	2.4	-2.9	-8.5	4.2	1.5	-6.1	i
- C/C(=N\NC(=O)Cn1nc(C)c([N+](=O)[O-])c1C)c1ccco1
→ 11.1	-3.9	-1.2	0.4	-0.1	4.3	9.8	-2.2	i
- COCCCNCCCCOc1ccc(Br)cc1C
→ 6.7	-14.7	4.3	-4.6	-15.7	-11.1	6.3	-0.3	i
- CC(=O)c1c(CSc2ccccc2)oc2ccc(O)c(CN(C)C)c12
→ 10.3	-4.5	0.8	-8.9	-6.3	-2.8	3.0	-0.9	i
- Cc1ccc(Cn2nnc3c(=O)n(CC(=O)N4CCN(c5ccccc5)CC4)cnc32)cc1
→ 13.9	7.8	-0.2	8.0	-11.7	6.0	12.3	-1.1	i
- CSc1ccc(CCNC(=O)CCc2nnc3ccc(N4CCCC4)nn23)cc1
→ 15.8	7.3	1.6	-0.5	-1.3	-3.0	-3.4	-2.1	i
- Cc1ccc([N+](=O)[O-])cc1NC(=O)CSc1nnc(C)n1CC1CCCO1 (configuration not stated)
→ 3.6	-1.4	0.2	0.7	1.6	3.7	-11.2	-2.1	i
- C=CCn1c(SCC(=O)N2CCN(c3ccccc3)CC2)nc2c([nH]c3ccccc32)c1=O
→ -17.3	-1.5	-0.8	-5.3	-4.2	-6.0	19.3	-3.4	i
- O=S(Cc1ccc(Br)cc1)Cc1nnc(SCc2ccc(Br)cc2)n1-c1ccccc1 (configuration not stated)
→ 3.5	37.8	-1.6	-4.3	7.5	-10.9	-2.9	-8.0	i
- CCCn1c(N)c(N(CCOC)C(=O)CSc2cc(C)c3ccccc3n2)c(=O)[nH]c1=O
→ -3.6	-4.1	2.2	-1.5	3.5	-5.2	-0.6	-0.5	i
- O=C(CSc1nc2ccccc2s1)N/N=C/c1ccccc1C(=O)O
→ 17.5	-2.7	3.8	4.5	6.1	-10.5	0.2	-2.6	i
- Cc1cc([N+](=O)[O-])ccc1NCc1ccccc1
→ -1.8	18.0	4.1	-1.3	14.8	-1.0	36.9*	-15.6	i
- CCOC(=O)c1ccc(-c2ccc(/C=C(\C#N)C(=O)NCc3cccs3)o2)cc1
→ 7.0	-8.4	-1.5	-0.2	-26.1	-19.4	-0.1	-2.4	.
- CC(/C=C/c1ccco1)=N\NC(=O)C(O)c1ccccc1 (configuration not stated)
→ -3.0	-6.3	-0.2	-6.9	-2.8	6.2	15.2	-0.6	i
- CNC(=O)c1ccsc1NC(=O)C1CCN(S(=O)(=O)c2ccc(Cl)s2)CC1
→ -11.9	21.8	-1.7	1.9	1.8	-5.4	7.8	-3.0	i
- CCN(CC)C(=O)c1[nH]cnc1C(=O)N[C@@H](CCCCNC(=O)OC(C)(C)C)C(=O)OC(C)(C)C
→ 2.2	-9.0	2.0	-0.3	9.2	3.2	4.3	-3.9	i
- O=C(Cc1ccccc1[N+](=O)[O-])NCC(O)c1ccc2c(c1)OCO2 (configuration not stated)
→ 2.8	-1.5	3.6	-0.6	7.9	-6.6	15.2	-2.6	i
- Cc1onc(-c2ccccc2)c1C(=O)OCC(=O)N1CCCCC1
→ -7.1	-5.7	0.4	.	-7.9	-11.0	-6.1	-8.7	i
- COC(=O)[C@@]1(Cc2ccc(OC)cc2)[C@H]2c3cc(C(=O)N4CCCC4)n(Cc4ccc(OC(F)(F)F)cc4)c3C[C@H]2CN1C(=O)c1ccccc1
→ .	27.1	.	-41.2	-2.3	3.0	10.3	-1.1	i
- CCOC(=O)C1(C)NC(c2cc(OC)c(OC)c(OC)c2)C2C(=O)N(CC)C(=O)C21 (configuration not stated)
→ -10.3	-5.6	1.1	0.7	7.6	-0.5	23.5	-2.7	i
- CC1(C)C(=O)Nc2ccccc2N1C(=O)COC(=O)Cc1ccccc1F
→ 5.6	-4.8	0.4	1.7	-4.4	-15.4	-4.8	-0.5	i
- CC(C)=CCC/C(C)=C/COc1ccc2ccc(=O)oc2c1
→ 4.1	42.4	-0.2	1.5	2.5	-8.4	10.4	-2.3	i
- O=C(CN1C(=O)c2ccccc2S1(=O)=O)NCCSc1ccccc1
→ -4.5	2.1	-3.7	2.6	7.9	-1.6	11.2	-0.2	i
- COc1c([N+](=O)[O-])cc(C(=O)NNC(=O)c2ccc(C)cc2)cc1[N+](=O)[O-]
→ -10.3	13.1	-1.7	3.5	4.0	6.1	11.4	-5.5	i
- COc1ccccc1C(=O)NCC(=O)NC(C)c1ccc(-n2ccnc2)cc1 (configuration not stated)
→ -5.2	-4.8	-1.2	2.4	1.4	1.3	-3.8	-1.3	i
- CCc1ccc(-c2cc(C(=O)Nc3ccc(S(=O)(=O)NC(C)=O)cc3)c3ccccc3n2)cc1
→ -4.6	6.6	1.4	2.2	6.8	-11.3	-8.6	-8.3	i
- Cc1ccc(N(CC(=O)NCC2CCCO2)C(=O)CCC(=O)Nc2cc(C)on2)cc1 (configuration not stated)
→ 5.5	-5.4	1.1	0.0	0.0	1.8	4.1	-4.9	i
- Cc1ccc(Nc2nc(CSc3nnnn3C)cs2)cc1
→ -1.8	-2.9	1.3	3.9	-42.4	-17.0	19.5	0.6	i
- CCCn1c(SCc2nc(-c3cccs3)no2)nnc1-c1ccncc1
→ -4.5	-5.5	1.5	12.3	2.4	-7.5	14.9	-2.0	i
- Cc1nnc(SCC(=O)c2ccc(Br)cc2)s1
→ 9.2	-0.8	-1.8	-2.3	10.6	5.3	-5.8	-1.4	i
- CCc1cc(-c2ccc3c(c2)COc2c4ccccc4nn2-3)on1
→ -104.1	12.9	-0.4	4.4	10.8	6.8	17.4	-8.6	+

Bioassay records deposited in PubChem BioAssay by several laboratories.
